# Compound activity from PubChem.
# AmpC detergent: qHTS Inhibitors of AmpC Beta-Lactamase (assay with detergent). P00811. AmpC hydrolysis of nitrocefin, absorbance 480 nm, 0.01% Triton. Potency, µM (series often up to 114 µM), without a hit: at the top dose activity change, negative = inhibition, actives largely listed as inhibitors. hit rate 0.041% among 370,000;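 further: potency means the concentration at half of the fitted maximal effect; 0% = no-compound wells and -100% = no-enzyme wells; nearly all actives have a fitted effect of over 25% in size; some results filed as inactive show a strong effect at the top dose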
# Target sequence (P00811 whole entry, looked up): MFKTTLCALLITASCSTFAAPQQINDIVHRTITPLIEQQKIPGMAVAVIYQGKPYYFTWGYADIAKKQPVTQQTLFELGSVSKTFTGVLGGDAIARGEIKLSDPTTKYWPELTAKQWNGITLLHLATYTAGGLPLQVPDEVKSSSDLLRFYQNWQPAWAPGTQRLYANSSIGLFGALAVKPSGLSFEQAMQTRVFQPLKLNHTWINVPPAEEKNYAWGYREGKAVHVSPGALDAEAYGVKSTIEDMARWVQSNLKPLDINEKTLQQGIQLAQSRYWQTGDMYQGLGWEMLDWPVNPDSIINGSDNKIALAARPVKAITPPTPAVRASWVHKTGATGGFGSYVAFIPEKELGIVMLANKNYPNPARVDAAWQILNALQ
#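 20 mM phosphate pH 7.0 + 0.01% (detergent screen) or 0.0001% Triton X-100; 5.3 nM AmpC reagent; cpd preinc 15 min RT; nitrocefin (800 uM stock) to start; A480 q20 s × 4 min; Activity was normalised to no-enzyme and no-compound control wells.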
# Sm TGR inh: qHTS Assay for the Inhibitors of Schistosoma Mansoni Peroxiredoxins; Potency, µM (titrated, usually from 114 µM), for inactives: top-dose activity change, negative = inhibition, hits mostly inhibitors; Schistosoma mansoni thioredoxin glutathione reductase (TGR), Q962Y6; purified TGR, DTNB reduction, TNB absorbance 405 nm; AID 485364, 2010; hit rate 3% among 360,000; further: potency means the concentration at half of the fitted maximal effect; nearly all actives have a fitted effect of over 60% in size
#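 TGR 20 nM + NADPH 100 uM (dispensed conc.), cpd preinc 15 min RT; start with NADPH (500 uM addition) then DTNB (15 mM addition). Kinetic TNB absorbance, 405 nm filter. Four-parameter Hill fit across titration.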
# HCV inh: qHTS Assay for Inhibitors of Hepatitis C Virus (HCV) | AID 651820, 2012 | Huh7.5.1 HCVcc-Cre infection, luciferase reporter, 44 h | hit rate 3.4% among 340,000 | Potency, µM (top dose mostly 41.8 µM), without a hit: at the top dose activity change, negative = inhibition, usual class: inhibitors; further: potency means the concentration at half of the fitted maximal effect
#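 Antiviral activity was scored by luciferase reporter output from cells infected with HCVcc-Cre (~0.5 moi) in presence of compound, 44 h infection period, cells seeded 1,000/well 4 h prior.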
# AMA1-RON2 inh: qHTS for Inhibitors of AMA1-RON; Towards Development of Antimalarial Drug Lead: Primary Screen. Plasmodium falciparum AMA1 (3D7) - RON2 peptide interaction. AlphaScreen AMA1-biotinylated RON2 peptide binding. Potency, µM (series often up to 58.2 µM), without a hit: at the top dose activity change, negative = inhibition, hits mostly inhibitors. hit rate 0.2% among 360,000. AID 720542, 2013;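 further: potency means the concentration at half of the fitted maximal effect; 0% = vehicle wells and -100% = peptide control; nearly all actives have a fitted effect of over 45% in size; some results filed as inactive show a strong effect at the top dose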
#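 AMA1 (3D7) with his tag at 25 nM final met compounds first, then biotinylated RON2 peptide at 25 nM; detection used donor plus acceptor beads, 10 µg/mL apiece, read by AlphaScreen after 30 min at room temperature.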
# HCMV inh: qHTS Assay for inhibitors of the human cytomegalovirus (HCMV). HFF cells, HCMV-luciferase reporter, 72 h; active compounds read low. activity change, negative = inhibition, % at 57.5 µM. hit rate 4.5% among 410,000. AID 1259415, 2018; in the data active means activity change below about -60%; inconclusive means no clear call, values can overlap the other calls; inactive means above about -39%
#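 After 16 h attachment at 37C, HFF cells received test compound and HCMV-luciferase (1 PFU/cell); reporter luminescence read 72 h later, data normalized against buffer-only and known inhibitor Salinomycin.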
# FBPA Giardia inh: qHTS Assay for Inhibitors of Fructose-1,6-bisphosphate Aldolase from Giardia Lamblia | AID 2451, 2010 | purified Giardia FBPA | Potency, µM (highest dose often 59.6 µM), for inactives: at the top dose activity, negative = inhibition, most hits filed as inhibitors | A8B2U2 | hit rate 0.71% among 290,000; further: potency means the concentration at half of the fitted maximal effect; nearly all actives have a fitted effect of over 55% in size
# Target sequence (A8B2U2 whole entry, looked up): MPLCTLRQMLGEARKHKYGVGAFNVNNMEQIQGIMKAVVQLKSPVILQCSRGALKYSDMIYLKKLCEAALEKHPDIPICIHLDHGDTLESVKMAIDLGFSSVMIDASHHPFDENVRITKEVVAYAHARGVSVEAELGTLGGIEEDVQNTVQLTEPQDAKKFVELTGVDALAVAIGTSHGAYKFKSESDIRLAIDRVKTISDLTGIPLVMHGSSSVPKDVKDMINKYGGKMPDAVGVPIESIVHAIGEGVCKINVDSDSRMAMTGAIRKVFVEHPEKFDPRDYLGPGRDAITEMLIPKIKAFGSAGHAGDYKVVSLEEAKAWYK
#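 Giardia FBPA (40 nM reagent) was preincubated 10 min at RT with compound (up to 57.5 uM final), then substrate plus GAPDH/TPI/NAD/arsenate coupling system with diaphorase/resazurin was added; resorufin fluorescence (525/598 nm) was read after 20 min.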
# * = called active by the depositor; u = inconclusive; x = no result given; & = joins results of further samples; [ ] = another dose, or the depositor's remark. Unless noted, the call rests on the fitted dose curve; in most records, active means well fitted curve in the direction sought with a large enough effect; inconclusive means small, poorly fitted or top-dose-only effect, or another doubt; inactive means no such curve, though single readings can be large; an effect the other way counts as inactive or inconclusive. Unless noted, on the % scale 0 is the no-effect control and ±100 the full control effect.
[1] CCOC(=O)N1CCc2c(sc3c2c(=O)n(-c2ccc(F)cc2)c(=O)n3CC(=O)c2ccc(Cl)cc2)C1
[2] COc1ccc(C2C(=O)N(C3CCCCC3)CC(=O)N2C2CCCCC2)cc1 (stereo unspecified)
[3] Cc1c(C(=O)OCC(=O)N2CC(=O)Nc3ccccc32)oc2ccc(Br)cc12
[4] Cc1ccc(NC(=S)NNC(=O)c2ccc(N3CCOCC3)c([N+](=O)[O-])c2)cc1C
[5] CC1=CC(=C(C#N)C#N)C=C(C)N1Cc1ccc(Cl)cc1
[6] COc1ccc(-n2nnc3c(=O)n(CC(=O)Nc4cc(C)on4)cnc32)cc1
[7] COc1cccc(N(C(C)=O)c2nc(C)cc(C)c2C#N)c1
[8] Cc1cccc(-n2ncc3c(NCCCO)ncnc32)c1
assay / compound,1,2,3,4,5,6,7,8
AmpC detergent,-12%,-5%&0%,-10%,-1%,-10%,0%,u,u
Sm TGR inh,0%,0%&-5%,-9%,-18%,3%,7%,-7%,u
HCV inh,x,9%,3%,26%,2%,u,-4%,-10%
AMA1-RON2 inh,x,-7%,5%,0%,0%,-7%,-2%,8%
HCMV inh,-18,u,12,70,-18,u,-4,120
FBPA Giardia inh,x,0%,6%,u,8%,0%,0%,-6%

[9] CC(=O)N(C(C)=O)S(=O)(=O)c1ccc(N=NN2CCOCC2)cc1
[10] CCOC(=O)c1cnc2c(C)cccc2c1Nc1ccc(N2CCOCC2)cc1
[11] O=C(Nc1ccccc1N1CCCC1)C1CCN(S(=O)(=O)c2cccc(C(F)(F)F)c2)CC1
[12] Cc1ccc(-c2nc(CS(=O)CC(=O)NCc3ccc4c(c3)OCO4)c(C)o2)cc1 (stereo unspecified)
[13] O=C(/C=C/c1ccc(NC(=O)c2ccccc2-c2ccccc2C(=O)O)cc1)c1ccccc1
[14] CCOC(=O)c1ccc(NC(=O)CC2OCCN(CC)C2=O)cc1 (stereo unspecified)
[15] CC(C)(C)c1nnc(NC(=O)c2cccs2)s1
[16] CC(=O)C(=Nc1ccc(Cl)cc1Cl)NNc1cccc(Cl)c1
assay / compound,9,10,11,12,13,14,15,16
AmpC detergent,-4%,-9%,u,-13%,-6%,0%,1%,-4%
Sm TGR inh,-15%,-16%,-18%,22µM*,-27%,25µM*,8%,u
HCV inh,8%,1%,u,u,-6%,-1%,10%,10µM*
AMA1-RON2 inh,-1%,x,-29%,9%,-13%,-4%,0%,u
HCMV inh,33,x,-28,x,6,3,28,-16
FBPA Giardia inh,5%,-15%,x,-5%,23%,2%,-10%,-7%

[17] Cc1cccc(Nc2ccccc2C(=O)OCC(=O)N(C)C2CCS(=O)(=O)C2)c1C (stereo unspecified)
[18] O=c1[nH]nc(CNc2ccc(O)cc2)c2ccccc12
[19] COc1ccc(CCNC(=O)Cc2c(C)c3cc4c(C)coc4c(C)c3oc2=O)cc1
[20] Cc1ccc(NC(=O)CSc2nnc(-c3cccnc3)n2-c2ccc(C)cc2)cc1
[21] COC(=O)C(Cc1ccccc1)NC(=O)CCNC(=O)c1ccco1 (stereo unspecified)
[22] Cn1c2c(c(=O)n(C)c1=O)C(c1ccccc1F)C(C#N)=C(N)O2 (stereo unspecified)
[23] COc1ccc(CCN(C)C(=O)c2ccc(S(=O)(=O)Nc3ccccc3F)cc2)cc1OC
[24] COc1ccccc1CN(C)CC(=O)NC(=O)NC1CCCCC1
assay / compound,17,18,19,20,21,22,23,24
AmpC detergent,-4%,0%,-4%,-3%,u,5%,x,-8%
Sm TGR inh,0%,35µM*,-9%,-10%,-2%,-21%,x,-4%
HCV inh,-2%,u,x,-8%,9%,-11%,2%,1%
AMA1-RON2 inh,3%,-24%,x,-4%,-3%,7%,-9%,35%[activator]
HCMV inh,-21,-27,-28,-32,-21,19,18,-13
FBPA Giardia inh,-10%,18µM*,x,0%,-2%,-22%,x,x

# In another format: entries from further up
item | compound | AmpC detergent | Sm TGR inh | HCV inh | AMA1-RON2 inh | HCMV inh | FBPA Giardia inh
3 | Cc1c(C(=O)OCC(=O)N2CC(=O)Nc3ccccc32)oc2ccc(Br)cc12 | -10% | -9% | 3% | 5% | 12 | 6%
4 | Cc1ccc(NC(=S)NNC(=O)c2ccc(N3CCOCC3)c([N+](=O)[O-])c2)cc1C | -1% | -18% | 26% | 0% | 70 | u
5 | CC1=CC(=C(C#N)C#N)C=C(C)N1Cc1ccc(Cl)cc1 | -10% | 3% | 2% | 0% | -18 | 8%
6 | COc1ccc(-n2nnc3c(=O)n(CC(=O)Nc4cc(C)on4)cnc32)cc1 | 0% | 7% | u | -7% | u | 0%
7 | COc1cccc(N(C(C)=O)c2nc(C)cc(C)c2C#N)c1 | u | -7% | -4% | -2% | -4 | 0%
8 | Cc1cccc(-n2ncc3c(NCCCO)ncnc32)c1 | u | u | -10% | 8% | 120 | -6%
9 | CC(=O)N(C(C)=O)S(=O)(=O)c1ccc(N=NN2CCOCC2)cc1 | -4% | -15% | 8% | -1% | 33 | 5%
10 | CCOC(=O)c1cnc2c(C)cccc2c1Nc1ccc(N2CCOCC2)cc1 | -9% | -16% | 1% | x | x | -15%
11 | O=C(Nc1ccccc1N1CCCC1)C1CCN(S(=O)(=O)c2cccc(C(F)(F)F)c2)CC1 | u | -18% | u | -29% | -28 | x
12 | Cc1ccc(-c2nc(CS(=O)CC(=O)NCc3ccc4c(c3)OCO4)c(C)o2)cc1 (stereo unspecified) | -13% | 22µM* | u | 9% | x | -5%
13 | O=C(/C=C/c1ccc(NC(=O)c2ccccc2-c2ccccc2C(=O)O)cc1)c1ccccc1 | -6% | -27% | -6% | -13% | 6 | 23%
14 | CCOC(=O)c1ccc(NC(=O)CC2OCCN(CC)C2=O)cc1 (stereo unspecified) | 0% | 25µM* | -1% | -4% | 3 | 2%

# Next part:
[25] C/C(=N\NC(=O)CC#N)c1ccc(Oc2ccccc2)cc1
[26] N#Cc1ccccc1S(=O)(=O)N1CCC(Oc2ccc(-n3cnnn3)cc2)CC1
[27] Cn1c(CSc2nc3ccccc3s2)nnc1SCC(=O)NCCN1CCOCC1
[28] COc1ccc(S(=O)(=O)N2CCN=C2SCc2cccnc2)cc1
[29] Cc1nc(NC(=O)/C=C/c2ccccc2)sc1C(=O)Nc1ccccc1
[30] C#CCNC(=O)C1=C[C@@H](C2CC2)C[C@@H](OCc2ccc(CO)cc2)O1
[31] CN1C(=O)C(Cl)(Cl)C(=O)c2ccccc21
[32] CC(/C=C1\SC(=S)N(CCC(=O)Nc2ccc(O)cc2)C1=O)=C\c1ccccc1
assay / compound,25,26,27,28,29,30,31,32
AmpC detergent,-3%,22%,u,6%,-6%,10%,u,-13%
Sm TGR inh,-8%,4%,0%,8%,-19%,-9%,0%,-12%
HCV inh,u,x,24%,10%,-16%,16%,1%,7.9µM*
AMA1-RON2 inh,20%,x,4%,-10%,3%,-3%,4%,-3%
HCMV inh,-24,-27,x,u,39,1,x,u
FBPA Giardia inh,2%,x,15%,-7%,4%,7%,5µM*,-1%

[33] CCOc1ccc(Br)cc1S(=O)(=O)Nc1cccc(S(=O)(=O)NC2=NCCC2)c1
[34] Cc1cccc(NCN2C(=O)c3ccncc3C2=O)n1
[35] Cc1ccc(-c2cc(C(=O)NCCc3ccc(S(N)(=O)=O)cc3)c3ccccc3n2)cc1
[36] CCOc1ccc(OCCCCNCCN)cc1
[37] CCOc1ccc(NC(=S)NC(=O)/C=C/c2ccco2)cc1
[38] CCOC(=O)N1CCN(C(=O)c2cccc(S(=O)(=O)Nc3ccccc3Cl)c2)CC1
[39] CCN(Cc1ccccc1)C(=O)CSc1ccccc1C(=O)O
[40] CCOC(=O)c1c(S(=O)(=O)N2CCCC(C(=O)N3CCN(c4ccc(F)cc4)CC3)C2)c(C)n(C)c1C (stereo unspecified)
assay / compound,33,34,35,36,37,38,39,40
AmpC detergent,0%,-13%,u,u,-15%,u,-18%,-4%
Sm TGR inh,x,-24%,x,3%,22µM*,-8%,-2%,-1%
HCV inh,1%,6%,u,x,u,31%[activator],11%,x
AMA1-RON2 inh,-1%,-3%,-3%,x,4%,-3%[11.6 µM],0%,x
HCMV inh,-6,8,23,x,108,156,-8,5
FBPA Giardia inh,-4%,-4%,-1%,-8%,-4%,x,2%,x

[41] O=c1cc(-c2ccc(Cl)c(Cl)c2)[nH][nH]1
[42] O=C(Nc1nnc(SCc2ccccc2F)s1)c1ccco1
[43] CN(Cc1ccco1)C(=O)Cn1nc(-c2ccc(Cl)cc2)ccc1=O
[44] CCC(CC)NC(=O)CON=C1c2ccccc2-c2ccccc21
[45] Cc1cc(NC(=O)Nc2ccccc2Cl)no1
[46] Cc1ccc(NC(=O)C2CCC(CNS(=O)(=O)c3ccc4c(c3)CCCC(=O)N4)CC2)cc1F (stereo unspecified)
[47] CCN1CCN(S(=O)(=O)c2ccc(C)c([N+](=O)[O-])c2)CC1
[48] O=C(Oc1cccc2c(O)cccc12)c1ccccc1Cl
assay / compound,41,42,43,44,45,46,47,48
AmpC detergent,1%,6%,8%,0%,-12%,1%,-12%,x
Sm TGR inh,-1%,2%,u,4%,0%,9%,-1%,x
HCV inh,18%,2%,12%,-13%,-24%,x,7%,-10%
AMA1-RON2 inh,6%,-3%,3%,0%,-12%,x,14%,2%
HCMV inh,38,3,u,u,23,-4,u,58
FBPA Giardia inh,24%,22%,0%,3%,5%,x,3%,x

[49] CCC(Oc1ccccc1)C(=O)Nc1ccc(S(=O)(=O)N2CCOCC2)cc1 (stereo unspecified)
[50] Cc1ccccc1NC(=O)/C(C#N)=C/c1ccc[nH]1
[51] Cc1nn(CCO)c(C)c1Oc1ccccc1O
[52] Cc1ccc(-n2nnnc2SCC(=O)NCCc2ccccc2)cc1C
[53] Cc1c(Cl)cccc1NC(=O)CNC(=O)C1CCN(C(=O)Nc2ccccc2)CC1
[54] COc1ccc(NC(=O)NNC(=O)c2ccc3ccccc3c2O)cc1OC
[55] N#CC1=C2C=Cc3ccccc3N2CCCC1=O
[56] Cc1ccccc1CN1CCN(S(C)(=O)=O)CC1
assay / compound,49,50,51,52,53,54,55,56
AmpC detergent,0%,-7%,0%,-2%,3%,15%,-9%,-3%
Sm TGR inh,8%,-10%,-27%,-1%,6%,-3%,3%,-4%
HCV inh,0%,1%,-1%,x,7%,5%,-2%,9%
AMA1-RON2 inh,-2%,-18%,10%,x,7%,38%[activator],-10%,-23%
HCMV inh,u,199,4,-7,49,13,55,1
FBPA Giardia inh,3%,10%,2%,x,x,x,-12%,1%
